Screening data deposited in PubChem by several laboratories.
BB579 growth dn = growth inhibitors of yeast BB579 in restrictive medium, primary screen, yeast lifespan-shortening project, S. cerevisiae; OD615, 48 h; 140,000 compounds, 0.51% hits; inhibition, % at 10 µM;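 active means inhibition above a set limit, 3 SD over the mean compound inhibition, cut at about 44% in these data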; further: inactives centre near -24
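test system = yeast BB579 (DeaD) | buffer or medium = restrictive CSMM-D medium | doses = single compound dose of 10 µM, 0.25% DMSO final | times = 4 h preincubation and 48 h exposure at 30 °C | technique = culture absorbance at 615 nm | benchmarks = amphotericin B 10 µg/mL, positive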
Yeast lifespan up = compounds extending yeast replicative lifespan, primary screen, S. cerevisiae, OD615; S. cerevisiae growth with nicotinamide; deaD strain in restrictive glucose medium; inhibition of the nicotinamide effect, % at 10 µM; 130,000 compounds, 0.68% hits; AID 775, 2007;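 active means inhibition above a set limit, placed 3 SD over the median of all compounds, cut at about 26% in these data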;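 further: 0% = nicotinamide-treated wells and 100% = cells grown without nicotinamide; some compounds called inactive have numbers as strong as hits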
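Test system – modified budding yeast, DeaD strain · Compound – single dose 10 µM compound, 0.25% DMSO · Times – culture preincubation 4 h, compound exposure 48 h, both 30 °C · Detection – optical density (absorbance) at 615 nm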
GALR2 antag = GALR2 antagonists in receptor-expressing cells, primary screen | antagonist mode | 140,000 compounds, 0.39% hits | inhibition, % at 4 µM | AID 828, 2007; in the data active means inhibition above about 27%;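 further: cells stimulated with galanin 1-16 at roughly its EC80; 0% = agonist challenge control and 100% = basal control without agonist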
Target sequence (O43603 whole entry, looked up): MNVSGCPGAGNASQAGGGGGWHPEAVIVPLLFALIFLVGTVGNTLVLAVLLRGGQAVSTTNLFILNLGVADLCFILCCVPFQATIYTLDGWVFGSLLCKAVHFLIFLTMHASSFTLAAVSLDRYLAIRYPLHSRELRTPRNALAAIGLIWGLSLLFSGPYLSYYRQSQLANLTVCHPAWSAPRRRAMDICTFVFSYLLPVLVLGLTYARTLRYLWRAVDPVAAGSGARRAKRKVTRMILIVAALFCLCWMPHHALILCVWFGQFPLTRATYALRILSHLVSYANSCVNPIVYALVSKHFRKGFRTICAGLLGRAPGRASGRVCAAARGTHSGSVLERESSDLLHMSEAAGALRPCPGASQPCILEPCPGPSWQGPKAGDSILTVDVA
MRP1 act = H69AR viability gain despite doxorubicin, primary screen, MRP-1 activator project, H69AR cells, CellTiter-Glo | viability rescue | viability increase, % at 10 µM | 140,000 compounds, 0.61% hits | AID 799, 2007;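 active means viability gain under doxorubicin at or above a set limit, the compound median plus 3 SD, cut at about 4.7% in these data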;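 further: MRP-1 overexpressing cells given doxorubicin 25 µM after compound pretreatment; 18-22 h compound pretreatment then 72 h with doxorubicin before readout; 0% = doxorubicin-only wells and 100% = vehicle-treated cells without doxorubicin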
Phagocytosis inh = inhibitors of macrophage phagocytosis, primary screen, imaging, J774A.1 cells, IgG beads | J774A.1 macrophage IgG-bead phagocytosis | inhibition, % at 5 µM | 110,000 compounds, 0.07% hits;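 active means inhibition above the mean of the plate negative controls plus 5 SD, cut at about 13% in these data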;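 further: phagocytic index as fraction of beads internalized from green versus red external bead signal; plate controls were DMSO negative control for no effect and cytochalasin-D positive control for full effect; some results beyond the cut were filed as inactive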
E-sel TNF inh = E-selectin induction blockers in HUVEC – imaging, immunofluorescence, high content, primary screen | HUVEC TNFa-induced E-selectin immunofluorescence | 120,000 compounds, 0.71% hits | inhibition, % at 2 µM;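 active means inhibition above the batch mean plus 3 SD, and confirmed as a hit on visual image review, cut at about 43% in these data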;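 further: 0% = TNF-stimulated DMSO wells and 100% = unstimulated control wells; not every result past the cut was called active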
Measles CPE = compounds protecting cells from measles virus cytopathic effect, primary screen, measles RdRp inhibitor project, single point, MLSMR library, absorbance; Measles virus-infected cells, CPE protection; AID 841, 2007; protection (pct of control), % at 4 µM; 140,000 compounds, 1.5% hits; in the data active means protection mostly above about 24%, no sharp cut-off; inactive means mostly below about 26%; further: some compounds called inactive have numbers as strong as hits
HCT116 PTEN-null = growth suppression of PTEN-null HCT116, primary screen, cell-based, CellTiter-Glo; HCT116 PTEN-null viability, 60 h; active compounds read low; viability, % at 10 µM; 140,000 compounds, 1.2% hits;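 active means viability at or below a set limit, 4 SD under the median of all tested compounds, cut at about 3.7% in these data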;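 further: PTEN knockout HCT116 line with beta catenin targeted HCT116 as companion control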
bCat KO growth = primary screen for growth suppressors in beta-catenin knockout HCT116 cells (colon tumor, human); HCT116 beta-catenin knockout viability, CellTiter-Glo, 60 h; active compounds read low; viability, % at 10 µM; 140,000 compounds, 1.5% hits;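 active means viability at or under a set limit, the compound median less 4 SD, cut at about 6% in these data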;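 further: 0% = Hyamine 1622 control at 20 µM and 100% = untreated cell control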
NPY-Y2 antag = NPY-Y2 receptor antagonists, primary screen, cell-based; inhibition, % at 2.7 µM; Neuropeptide Y receptor type 2 (Homo sapiens), P49146; 140,000 compounds, 0.99% hits; NPY-Y2 expressing cells, antagonist mode; in the data active means inhibition above about 17%;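 further: 0% = vehicle with agonist challenge and 100% = reference antagonist with challenge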
Target sequence (P49146 whole entry, looked up): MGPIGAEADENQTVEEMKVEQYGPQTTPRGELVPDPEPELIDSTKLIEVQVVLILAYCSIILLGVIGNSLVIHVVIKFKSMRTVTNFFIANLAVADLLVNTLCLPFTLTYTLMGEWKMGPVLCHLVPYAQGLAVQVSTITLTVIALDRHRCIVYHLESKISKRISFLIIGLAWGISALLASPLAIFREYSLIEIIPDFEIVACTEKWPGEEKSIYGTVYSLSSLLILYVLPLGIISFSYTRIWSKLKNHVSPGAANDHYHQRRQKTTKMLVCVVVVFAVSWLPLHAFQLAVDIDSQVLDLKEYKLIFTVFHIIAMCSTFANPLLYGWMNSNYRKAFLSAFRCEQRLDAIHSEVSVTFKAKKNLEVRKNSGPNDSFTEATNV
* = called active by the depositor; . = no result given; & = joins results of further samples.

canonical_smiles | BB579 growth dn | Yeast lifespan up | GALR2 antag | MRP1 act | Phagocytosis inh | E-sel TNF inh | Measles CPE | HCT116 PTEN-null | bCat KO growth | NPY-Y2 antag
CCCCOP(=O)(c1ccc(N(C)C)cc1)C(Nc1ccccc1)c1ccccc1 (centres undefined) | -24 | 5 | -4 | -5.1 | . | . | 11 | 33 | 56 | 13
CCCCCCC1CC(CCC(=O)Nc2ccc([N+](=O)[O-])cc2)C(=O)O1 (centres undefined) | 3 | 0 | 6 | 0.5 | -1 | -47 | 6 | 90 | 96 | 2
CSc1c(CC(=O)NCCO)n(C)c2ccccc12 | -5 | 0 | -11 | -1.5 | . | 4 | 10 | 96 | 94 | 1
Cc1n[nH]c(C)c1S(=O)(=O)N1CCCC(C(=O)N2CCN(c3ccc(Cl)cc3)CC2)C1 (centres undefined) | -25 | -3 | 6 | -3.3 | -2 | . | 13 | 54 | 62 | 1
Cc1cccc(C)c1NC(=O)CCCN1CC(C)OC(C)C1 (centres undefined) | -37 | -11 | -6 | -0.5 | -1 | 17 | 11 | 124 | 94 | 4
CCOC(=O)c1cnc(-n2nc(C)cc2C)nc1NNc1nc(-c2ccccc2)cc(-c2ccccc2)n1 | -33 | 3 | 6 | -1.0 | -12 | . | 2 | 4 | 4.5* | 0
CC1CCCCC1NC(=O)CN1CCC(O)(c2ccc(F)cc2)CC1 (centres undefined) | -6 | -2 | -2 | -3.6 | -2 | 7 | 5 | 94 | 94 | 2
CCOc1cc(C)c(Cl)cc1S(=O)(=O)N1CCCC1 | -41 | -6 | -2 | -0.5 | 1 | 2 | 2 | 82 | 81 | 5
O=C(c1ccc(=O)oc1)N1CCN(C(c2ccccc2)c2ccccc2)CC1 | -15 | -15 | -6 | -3.7 | 0 | -1 | 4 | 77 | 86 | 2
Cc1ccc(S(=O)(=O)NCC2CCC(C(=O)NCc3ccco3)CC2)cc1 (centres undefined) | -38 | -13 | 6 | -1.8 | -1 | -13 | 16 | 85 | 95 | 2
O=S(=O)(NC1CCN(Cc2ccccc2)CC1)c1cccc2cccnc12 | -43 | -10 | 6 | -2.8 | 3 | 36 | 2 | 55 | 60 | -2
Cc1nn(C)c(C)c1S(=O)(=O)N1CCC(C(=O)NC(C)c2ccccc2)CC1 (centres undefined) | 4 | -4 | 15 | -1.5 | 0 | -23 | 2 | 91 | 89 | 2
CNC(=O)CSc1nc(-c2ccccc2)c(-c2ccccc2)[nH]1 | -2 | -6 | 0 | -0.3 | . | . | 11 | 83 | 95 | 1
CCC(C)NC(=O)c1c(N)n(/N=C/c2ccccn2)c2nc3ccccc3nc12 (centres undefined) | -44 | -17 | -25 | -5.5 | -1 | 16 | 2 | 12 | 22 | 1
CN(C)c1nc(Oc2ccc(=O)[nH]n2)nc(N2CCOCC2)n1 | -15 | -16 | 14 | -2.3 | . | -44 | 4 | 88 | 88 | 2
COc1cccc(C(=O)N2CCN(S(=O)(=O)Cc3ccccc3)CC2)c1 | -3 | -10 | 3 | 1.3 | 0 | -25 | 4 | 96 | 97 | 5
Cc1c(Cl)ccc2c1NC(=O)[C@]21N[C@@H](Cc2ccccc2)[C@H]2C(=O)N(c3ccc(F)cc3)C(=O)[C@H]21 | -78 | 6 | -11 | -3.3 | 0 | -22 | 8 | 43 | 52 | 0
O=C(Cn1cnc2c(cnn2-c2ccccc2)c1=O)NCc1ccccc1 | -22 | -4 | 14 | -0.8 | 1 | 11 | 4 | 41 | 48 | 5
C[C@H](NC(=O)OC(C)(C)C)C(=O)NCC1CCC(C(=O)O)CC1 (some centres undefined) | -12 | -17 | -1 | -2.2 | -2 | -14 | 5 | 91 | 97 | 3
COc1cc(C=O)ccc1OCCCCOc1ccccc1[N+](=O)[O-] | -15 | -4 | 1 | -2.0 | 7 | . | 7 | 92 | 100 | 3
NS(=O)(=O)c1ccc(CCNC(=O)c2ccccc2[N+](=O)[O-])cc1 | -10 | 4 | -7 | -0.9 | -3 | . | 17 | 85 | 93 | 3
CCOc1cccc(NC(=O)C2CCCN(S(=O)(=O)c3ccc(-n4cnnn4)cc3)C2)c1 (centres undefined) | -66 | -2 | -5 | -0.4 | 0 | 1 | . | 95 | 96 | 0
OC1(CN2CCOCC2)C2CN3CCN(C2)CC1(c1ccccc1)C3 (centres undefined) | -16 | 4 | -4 | -0.3 | . | 18 | 1 | 104 | 92 | 1
O=C(CSc1nc2ccccc2[nH]1)NCc1ccc2c(c1)OCO2 | -3 | -1 | 13 | 3.0 | -11 | . | 6 | 92 | 93 | 6
CCOc1ccc(Br)cc1S(=O)(=O)Nc1ccc(C(=O)Nc2ccc(C)cc2)cc1 | -28 | 8 | 6 | -1.4 | 0 | . | 12 | 80 | 77 | -3
O=C(Oc1ccc2c(c1)OCC2=O)c1ccccc1 | -4 | -10 | -6 | 0.0 | -2 | -2 | 13 | 105 | 101 | 7
Cc1occc1-c1nnc(SCC(=O)NCc2cccs2)n1CC1CCCO1 (centres undefined) | -37 | -7 | 2 | -2.4 | 1 | 25 | 28 | 99 | 98 | 5
CN1C2CCC1/C(=C\c1ccc(F)cc1)C(=O)/C2=C/c1ccc(F)cc1 | -6 | 2 | -7 | -3.6 | -8 | -10 | 31 | 33 | 31 | 5
COC(=O)NNC(=O)COc1cc(C)c(Br)cc1C(C)C | -33 | -1 | -3 | -2.0 | -3 | 12 | 8 | 89 | 91 | 4
O=C(NCc1ccc2c(c1)OCO2)c1ccc(CS(=O)(=O)Cc2cccc(Cl)c2)o1 | -32 | 1 | -1 | -0.1 | -10 | -7 | 10 | 91 | 88 | 3
CC(C)CNC(=O)CN(C1CCCCC1)S(C)(=O)=O | 44* | -1 | 2 | -1.1 | 1 | -37 | 13 | 101 | 91 | 1
CCOC(=O)c1cc(CC)sc1/N=C/c1c(O)ccc2ccccc12 | -6 | 32* | 0 | -4.0 | . | . | 6 | 93 | 86 | 5
CC(=O)[C@H]1CC[C@H]2[C@@H]3CCC4=CC(=O)CC[C@]4(C)[C@H]3CC[C@]12C | -18 | 12 | -10 | -2.5 | . | . | 4 | 44 | 22 | 15
CCC(=O)Nc1ccc2nc(C3CC3)n(Cc3ccccc3)c(=O)c2c1 | -43 | -4 | -14 | -2.6 | -2 | -4 | 10 | 91 | 89 | 1
CC(=O)Oc1ccc2ccccc2c1C(NC(=O)Cc1ccccc1)c1ccc(Cl)cc1 (centres undefined) | -26 | -6 | 5 | -6.5 | -1 | -24 | 4 | 0.9* | 0.8* | 3
Cc1cccnc1NC(=O)C1CCN(S(=O)(=O)c2c(C)noc2/C=C/c2ccco2)CC1 | -13 | -2 | 2 | -2.7 | -7 | . | 6 | 63 | 50 | 0
Cc1ccc(Sc2ccc(NC(=O)c3ccc(S(C)(=O)=O)cc3Cl)cc2)cc1 | -39 | -2 | -1 | -0.3 | . | -11 | 15 | 95 | 94 | 0
Cc1cc(C(=O)Nc2cccc3ncccc23)no1 | -34 | -5 | 16 | -4.3 | -1 | 16 | 2 | 87 | 86 | 0
CC1C(=O)CCN(C(C)C)C1C (centres undefined) | -20 | -7 | 8 | 0.1 | 0 | 7 | 3 | 108 | 91 | 2
COc1cccc(-n2cc3c(=O)n(C)c(=O)n(C)c3c2)c1 | -31 | -20 | 6 | -0.3 | 1 | 0 | 2 | 110&109 | 79 | 2
Cc1ccc(S(=O)(=O)N(C)c2ccc(C(=O)O)cc2)cc1 | -35 | -6 | 6 | 0.5 | 1 | . | 22 | 105 | 95 | 0
COC(=O)c1ccc(C2C(Oc3ccc(OC)cc3)C(=O)N2CCc2ccc(F)cc2)cc1 (centres undefined) | -39 | -8 | 1 | -1.2 | 0 | 10 | 21 | 78 | 85 | 16
COc1ccc(CNc2ccccc2)cc1Br | -45 | . | 6 | 1.3 | . | -13 | 9 | 80 | 89 | -1
CCc1cc(C(=O)NNC(=S)Nc2cccc(C)c2)cs1 | -1 | . | -6 | -1.7 | . | -1 | 10 | 84 | 85 | 8
CCn1c(CCCOc2ccc(Cl)cc2Cl)nnc1SCC(=O)Nc1cccc(F)c1 | 0 | -6 | 2 | -3.8 | -2 | -65 | 10 | 87 | 78 | 0
COc1ccc(S(=O)(=O)NC(CC(=O)NCc2ccco2)c2ccco2)cc1 (centres undefined) | 4 | -4 | 2 | -1.1 | 2 | 10 | 3 | 107 | 103 | 0
C=CCOc1ccc(/C(O)=C2\C(=O)C(=O)N(CCOC)C2c2cccnc2)cc1 (centres undefined) | -37 | -5 | 1 | -0.1 | -1 | -18 | 21 | 104 | 104 | 14
Cc1ccccc1NC(=S)NN1CCN(C)CC1 | -59 | -1 | 5 | -2.2 | . | -13 | 2 | 88 | 100 | 2
CCC1(C)Cc2ccccc2-c2nc(NCCO)n(-c3ccc(C)cc3)c(=O)c21 (centres undefined) | -53 | -4 | -1 | -4.0 | 1 | 4 | 4 | 82 | 89 | 1
CC1(C)NC(=O)N(CC(O)CNC23CC4CC(CC(C4)C2)C3)C1=O (centres undefined) | -8 | -10 | -2 | 0.0 | -3 | -6 | 14 | 96 | 98 | -2
N#CC1=C(N)NC(SCc2ccccc2)=C(C#N)C12CCCC2 | -44 | 1 | -11 | -3.9 | -1 | 32 | 16 | 80 | 76 | 2
N#C/C(=C/c1ccc(N2CCCCC2)cc1)c1cccc(F)c1 | -46 | -1 | -9 | 1.9 | -3 | . | 9 | 71 | 66 | 4
COc1ccc(C/C(N)=N/OC(=O)COc2ccccc2C)cc1 | -20 | 0 | 2 | -0.8 | -5 | . | 5 | 100 | 85 | 8
COc1cccc(-c2nc(CS(=O)CC(=O)NCc3ccc4c(c3)OCO4)c(C)o2)c1 (centres undefined) | -20 | 1 | 8 | -1.5 | 0 | . | 18 | 89 | 92 | 11
COc1ccccc1OCCNS(=O)(=O)c1ccc2oc3ccccc3c2c1 | -10 | 3 | -9 | 0.0 | . | . | 13 | 98 | 89 | 12
